Screening results deposited in PubChem BioAssay by National Center for Advancing Translational Sciences (NCATS).
BAZ2B inh: BAZ2B (human) inhibition. AlphaScreen BAZ2B-H3K14Ac peptide displacement. actives 4.4% (n = 360,000). Q9UIF8. AID 504333. Potency, µM (highest dose often 114 µM), inactives show top-dose activity change, negative = inhibition, hits mostly inhibitors; also: % is scaled to controls: 0 for no effect and ±100 for the full control effect; nearly all actives have a fitted effect of over 60% in size
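In this displacement format the biotinylated H3(5-23) peptide acetylated at Lys14 serves as ligand at 50 nM, with BAZ2B at 50 nM in PBS pH 7.4 containing 0.01% Tween-20. Donor and acceptor beads are 10 ug/mL final.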
POLI inh: DNA polymerase iota (human) inhibition; Q9UNA4; Pol iota fluorescent replication assay, 10 min; Potency, µM (top dose mostly 115 µM), inactives show at the highest dose activity, negative = inhibition, hits mostly inhibitors; actives 1% (n = 390,000); AID 588590
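Fluorescent replication assay read twice, at 0 min and 10 min after adding 50 nM (final) substrate. Enzyme (10 nM) and compounds were first incubated 15 min at room temperature; enzyme-free buffer wells were negative controls.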
PGK inhibitor: blocks T. brucei phosphoglycerate kinase | PGK/GAPDH coupled, Kinase-Glo luminescence, 60 min | Potency, µM (series often up to 57.5 µM), for inactives: at the top dose activity change, negative = inhibition, actives largely listed as inhibitors | actives 0.043% (n = 380,000); also: % is scaled to controls: 0 for no effect and ±100 for the full control effect; nearly all actives have a fitted effect of over 60% in size
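Luminescent ATP detection (Kinase-Glo Plus) follows a 60-minute room-temperature incubation, with wells lacking PGK as controls. Buffer: 100 mM TEA (pH 7.6), 5 mM MgCl2, 0.01% Tween-20. Coupling enzyme GAPDH (100 nM final) supplies unstable 1,3-BPG in-well.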
G9a inh: G9a (human) methyltransferase inhibition. Q96KQ7. G9a H3K9 monomethylation, AlphaScreen, 2 h. Potency, µM (titrated, usually from 102 µM), without a hit: at the top dose activity, negative = inhibition, hits mostly inhibitors. actives 8.8% (n = 350,000). AID 504332; also: % is scaled to controls: 0 for no effect and ±100 for the full control effect; nearly all actives have a fitted effect of over 75% in size
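Readings reflect AlphaScreen signal from monomethyl-H3K9 antibody detection. HMT at 20 nM; substrate b-H3K9 500 nM; cofactor SAM 20 uM; 2 h RT reaction; compounds tested as titrations in qHTS with 15 min preincubation.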
Pin1 inh: blocks the human prolyl isomerase Pin1. AID 504891. Q13526. Pin1 FP peptide displacement, HiFluor488, 10 min. Potency, µM (doses to about 115 µM), inactives show top-dose activity, negative = inhibition, usual class: inhibitors. actives 0.009% (n = 390,000); active = well fitted inhibition curve with a large enough effect in the polarisation, with a control signal flat, not every such curve was filed as active; inconclusive = small, poorly fitted or top-dose-only effect, or effect the other way, or a change in a side signal; inactive = no such curve, though single readings can be large or run the other way; the % refers to the polarisation; also: % is scaled to controls: 0 for no effect and ±100 for the full control effect
HP1b binding inh: blocks HP1-beta chromodomain binding to methylated histone tails | AlphaScreen HP1-beta / biotin-H3K9me3 peptide binding | Potency, µM (doses to about 114 µM), for the others: at the highest dose activity change, negative = inhibition, hits mostly inhibitors | actives 0.56% (n = 390,000) | AID 540317; also: nearly all actives have a fitted effect of over 70% in size; inactives centre near 23
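HP1-beta protein (50 nM final) preincubated 30 min at room temperature with biotinylated H3(1-18)K9me3 peptide (50 nM) in PBS pH 7.4, 0.01% Tween-20, then compound added for 30 min. AlphaScreen streptavidin donor/nickel chelate acceptor beads (10 ug/mL final), 30 min dark, luminescence read.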
GLS inhibitor: blocks human kidney-isoform glutaminase activity. GLS enzymatic activity, qHTS titration. Potency, µM (series often up to 45.5 µM), without a hit: top-dose activity change, negative = inhibition, most hits filed as inhibitors. actives 0.21% (n = 410,000). O94925; also: % is scaled to controls: 0 for no effect and ±100 for the full control effect
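hKGA; 45 mM KH2PO4 pH 8.2 + 0.02% Tween-20; cpd via pin tool; 1 mM Gln soln; GluOx/HRP/Amplex Red; RT 30 min; fluor. t0 & final.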
JMJD2A Tudor inh: blocks the human JMJD2A Tudor domain; AlphaScreen JMJD2A-Tudor / H3K4me3 peptide binding; actives 4.4% (n = 390,000); O75164; Potency, µM (doses to about 114 µM), for the others: at the highest dose activity change, negative = inhibition, actives largely listed as inhibitors; also: % is scaled to controls: 0 for no effect and ±100 for the full control effect; nearly all actives have a fitted effect of over 50% in size
BLM helicase inh: Bloom syndrome helicase (human) inhibition | recombinant BLM DNA unwinding, fluorescence dequenching | actives 0.2% (n = 350,000) | Potency, µM (series often up to 56.1 µM), for inactives: at the highest dose activity change, negative = inhibition, usual class: inhibitors | AID 2528;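 also: plate controls were vehicle for no effect and no enzyme for full effect; nearly all actives have a fitted effect of over 35% in size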
Numbers without * were called inactive; i = inactive; u = inconclusive; x = no result given; [ ] = another dose, or the depositor's remark. Unless noted, calls follow the shape of the dose curve; as a rule, active = well fitted curve in the direction sought with a large enough effect; inconclusive = small, poorly fitted or top-dose-only effect, or another doubt; inactive = no such curve, though single readings can be large; an effect the other way counts as inactive or inconclusive. Potency is read from the fitted curve at half-maximal effect. An excerpt; the hit share may differ from the screen's.

The line under a structure holds: G9a inh	PGK inhibitor	BAZ2B inh	BLM helicase inh	HP1b binding inh	POLI inh	JMJD2A Tudor inh	Pin1 inh	GLS inhibitor
- Cc1nc(-c2ccccc2)sc1-c1ccc(SCC(=O)Nc2ccccc2)nn1
→ 3%[59 µM]	9%	-11%	-5%	25%	-12%	-13%	27%	8%
- Nc1nnn(Cc2ccccc2)n1
→ -6%[59 µM]	-5%	-2%	-1%	21%	5%	-13%	2%	0%
- COc1ccc(CCNC(=O)C2CCN(C(=O)c3ccc(Cl)cc3)CC2)cc1OC
→ 45%	-11%	-1%	-4%	26%	10%	-8%	0%	-2%
- O=C(CSC1c2ccccc2C(=O)N1c1ccccc1)N1CCOCC1 (stereo unspecified)
→ -3%[59 µM]	9%	5%	-1%	16%	4%	-8%	2%	0%
- O=C(CCS(=O)(=O)c1cccs1)Nc1ccc(C(=O)NCc2ccc(F)cc2)cc1
→ 2%[12.7 µM]	3%	1%	-3%	32%	5%	4%[57.1 µM]	0%	13%
- Cc1ccccc1OCC(=O)Nc1cccc(S(=O)(=O)NC2=NCCCCC2)c1
→ 17%[2.33 µM]	-9%	0%	x	18%	-5%	-7%	1%	-8%
- CCCCCNC(=O)c1cc(S(=O)(=O)N2CCCCC2)ccc1F
→ -1%[12.7 µM]	-10%	9%	-1%	18%	8%	-11%	0%	-8%
- CCOc1ccc(NC(=O)CN(C)C(=O)C2CC(=O)N(c3ccc4c(c3)OCCO4)C2)cc1OCC (stereo unspecified)
→ -4%	1%	-4%	x	8%	15%	-16%	-3%	0%
- C=C1c2cc(CC)ccc2NC(=O)N1c1ccc(C)cc1
→ 11µM*	-3%	5%	-3%	78%[activator]	48%[activator]	-10%	-5%	1%
- COc1ccc(C2CC(c3ccccc3)=NN2C(=O)CN2N=NC3C(=O)N(c4cccc(F)c4)C(=O)C32)cc1 (stereo unspecified)
→ -4%[59 µM]	-8%	-3%	-3%	45%[activator]	-13%	-6%	42%[activator]	-3%
- NC(N)=NN=C1CCC(c2ccccc2)CC1 (stereo unspecified)
→ -13%	-2%	-8%	-2%	-8%	-18%	-9%	-2%	16%
- NS(=O)(=O)c1ccc(NCCCn2ccnc2)c([N+](=O)[O-])c1
→ 14%	9%	-26%	-1%	13%	153%[activator]	-10%	0%	3%
- COC(=O)c1[nH]c2cc(OC)ccc2c1NC(=O)c1nonc1C
→ u	-9%	10%	-2%	16%	28%	9%	-6%	x
- CC(Sc1cnc2ccccc2n1)C(=O)O (stereo unspecified)
→ u	2%	0%	0%	36%[activator]	23%	2%	-1%	0%
- NC(=O)CSc1oc(-c2ccco2)nc1S(=O)(=O)c1ccc(F)cc1
→ u	i	-22%	-1%	17%	46%[activator]	-23%	-2%	-1%
- O=C(NCc1ccncc1)c1ccc(Br)cc1
→ -1%[12.7 µM]	-1%	-2%	-3%	13%	5%	-8%	2%	0%
- CCS(=O)(=O)c1oc(-c2ccc(F)cc2)nc1S(=O)(=O)c1ccccc1
→ u	x	-2%	-3%	72%[activator]	-13%	-2%	u	-1%
- CCCNC(=O)C1CCN(c2ncnc3c2nc2n3CCCCC2)CC1
→ 10%[59 µM]	0%	-2%	0%	20%	-26%	7%	-7%	4%
- CC(C)NC(=O)NC(=O)COC(=O)Cc1ccsc1
→ -2%[59 µM]	-8%	x	0%	22%	15%	1%	3%	11%
- Cc1ccc(C)c(Oc2nnnn2-c2ccccc2)c1
→ 11%[12.7 µM]	-6%	29%	-6%	100%	-5%	51%[activator]	-10%	2%
- COc1cccc2cc(-c3csc(-c4ccc(Cl)cc4)n3)c(=O)oc12
→ 4%[59 µM]	0%	1%	0%	23%	-9%	-8%	-6%	-12%
- CC(C(=O)NCc1ccco1)c1ccc([N+](=O)[O-])cc1 (stereo unspecified)
→ 5%[59 µM]	-3%	-13%	-5%	14%	-12%	-19%	-1%	0%
- CCC(C)NC(=O)CSC1=Nc2ccccc2C2=NC(CC(=O)NCc3ccc(F)cc3)C(=O)N12 (stereo unspecified)
→ 3%	-3%	-5%	4%	7%	11%	-11%	2%	10µM*
- COc1cc(C2CC(=O)Oc3c2c(=O)[nH]c2ccccc32)cc(OC)c1OC (stereo unspecified)
→ -45%[59 µM]	-1%	-18%	0%	44%[activator]	u	1%	-7%	14%
- Cc1cc(SCc2c(F)cccc2Cl)nc(=O)[nH]1
→ -5%[0.501 µM]	i	-6%	-1%	12%	17%	-9%	2%	-3%
- Cc1ccc(S(=O)(=O)NCc2ccccn2)c(C)c1
→ -88%[2.33 µM]	i	u	-6%	31%	-7%	1%	-9%	-2%
- CCC(=O)c1cc2c(cc1NC(=O)C(C)C)OCCO2
→ -10%	-1%	6%[57.1 µM]	-5%	64%[activator]	-6%	23%	4%	-6%
- N#C/C(=C1/C(=O)Nc2ccc(Br)cc21)c1ccccn1
→ -24%	-4%	-29%	-2%	25%	-9%	-23%	-4%	-4%
- COc1ccccc1CNS(=O)(=O)c1ccc(-n2cccn2)cc1
→ 49%[activator]	-2%	-3%	-1%	21%	14%	6%	-6%	0%
- CCOC(=O)c1ccc(N=C2SC(C(=O)NCCc3ccccc3)CC(=O)N2C)cc1 (stereo unspecified)
→ -28%[12.7 µM]	i	1%	-15%	30%	-10%	-8%	2%	-11%

3 entries out of the list above, arranged by the value under HP1b binding inh, highest first:
SMILES	G9a inh	PGK inhibitor	BAZ2B inh	BLM helicase inh	HP1b binding inh	POLI inh	JMJD2A Tudor inh	Pin1 inh	GLS inhibitor
O=C(CSC1c2ccccc2C(=O)N1c1ccccc1)N1CCOCC1 (stereo unspecified)	-3%[59 µM]	9%	5%	-1%	16%	4%	-8%	2%	0%
Cc1cc(SCc2c(F)cccc2Cl)nc(=O)[nH]1	-5%[0.501 µM]	i	-6%	-1%	12%	17%	-9%	2%	-3%
NC(N)=NN=C1CCC(c2ccccc2)CC1 (stereo unspecified)	-13%	-2%	-8%	-2%	-8%	-18%	-9%	-2%	16%

The list goes on:
The line under a structure holds: G9a inh	PGK inhibitor	BAZ2B inh	BLM helicase inh	HP1b binding inh	POLI inh	JMJD2A Tudor inh	Pin1 inh	GLS inhibitor
- NC(=O)c1ccccc1NC(=O)CSc1nc2c(c(=O)[nH]1)CCCC2
→ 8%	i	-19%	-2%	19%	31%[activator]	-5%	3%	-12%
- CCOCCCNC(=O)NC(C)c1c(-n2cccc2)sc2c1CCN(CC)C2 (stereo unspecified)
→ -33%[59 µM]	7%	-13%	2%	3%	-7%	-27%	u	u
- Cc1cc(Cl)c(S(=O)(=O)N/N=C/c2ccc3c(c2)OCO3)c(Cl)c1
→ u	-3%	u	-18%	-11%	-8%	-29%	10%	35%
- O=C(N/N=C\c1c(O)ccc2ccccc12)c1ccc(O)cc1
→ x	6%	-5%	-17%	0%	26%	u	19%	7%
- COc1ccc(S(=O)(=O)Nc2cc3c4c(c2)CCC(=O)N4CCC3)cc1C
→ u	i	-32%	x	22%	1%	-6%	-7%	5%
- O=C(NCC(=O)N(c1cccnc1)C(C(=O)NC1CCCC1)c1cccs1)c1cccs1 (stereo unspecified)
→ 27%	-4%	-39%	2%	29%	0%	-4%	-4%	2%
- COc1cc(O)c2c(=O)c3c(OC)c(O)ccc3oc2c1
→ u	3%	-34%	-9%	-6%	8%	-27%	6%	2%
- CC(C)CNC(=O)Nc1ccccc1F
→ -3%	x	2%	-1%	33%[activator]	-11%	-8%	3%	13%
- Nc1nc2n(n1)C(c1ccccc1)CC(c1ccc(F)cc1)N2 (stereo unspecified)
→ -5%	i	0%	2%	35%	-8%	-8%	-7%	20%
- COCOc1cc(O)c(C(=O)/C=C/c2ccccc2)c(OCOC)c1
→ x	-5%	x	x	0%	u	u	-7%	-4%
- O=C(/C=C/c1cccs1)Nc1ccncc1
→ u	-2%	-5%	1%	21%	133%[activator]	-15%	-5%	0%
- COc1ccc(C(CNC(=O)Cn2[nH]c(=O)c3ccccc3c2=O)N2CCCC2)cc1 (stereo unspecified)
→ -41%[12.7 µM]	2%	6%	2%	u	18%	u	0%	23%
- CC1CCCCN1C(=O)C1CC(c2ccc(F)cc2)=NO1 (stereo unspecified)
→ 12%	i	-5%	0%	29%	-30%	-9%	2%	-4%
- CS(=O)(=O)N(CC(=O)N1CCCC1)c1cccc(F)c1
→ -7%[0.501 µM]	-9%	12%	3%	48%[activator]	114%[activator]	-8%	18%	-8%
- COC(=O)c1ccc(CNC(=O)COC(=O)c2ccccc2-c2ccccc2)cc1
→ -3%	2%	-4%	x	45%[activator]	9%	-3%	2%	0%
- Cc1ccc2nc(SCC(=O)Nc3cc(C(C)(C)C)nn3-c3ccccc3)[nH]c2c1
→ u	-7%	-18%	-17%	42%[activator]	14%	-20%	9%	-3%
- COc1ccc(N2CCN(C(=O)C(=O)c3c(C)[nH]c4ccccc34)CC2)cc1
→ 40µM*	2%	u	-2%	-4%[57 µM]	0%	u	-2%	40%[activator]
- Cc1cc(C)c[n+](-c2nc3ccccc3nc2[N-]S(=O)(=O)c2ccc(Cl)cc2)c1
→ u	-4%	-6%	6%	32%	32%[activator]	-14%	u	0%
- O=C(Nc1cccc(-c2nn[nH]n2)c1)c1ccc(Br)s1
→ x	-6%	-33%	2%	15%	-1%	-5%	7%	28%
- O=C(CSc1ccc(-c2cccnc2)nn1)Nc1ccc(F)cc1F
→ u	8%	-9%	1%	20%	20%	-5%	-4%	2%

Of the compounds above, these contain bromine:
The line under a structure holds: G9a inh	PGK inhibitor	BAZ2B inh	BLM helicase inh	HP1b binding inh	POLI inh	JMJD2A Tudor inh	Pin1 inh	GLS inhibitor
- O=C(NCc1ccncc1)c1ccc(Br)cc1
→ -1%[12.7 µM]	-1%	-2%	-3%	13%	5%	-8%	2%	0%
- N#C/C(=C1/C(=O)Nc2ccc(Br)cc21)c1ccccn1
→ -24%	-4%	-29%	-2%	25%	-9%	-23%	-4%	-4%
- O=C(Nc1cccc(-c2nn[nH]n2)c1)c1ccc(Br)s1
→ x	-6%	-33%	2%	15%	-1%	-5%	7%	28%
